NR2E3 ag-1: inhibitors of NR2E3-RetCOR corepressor binding, primary screen, NR2E3 agonist project, biochemical, TR-FRET, GST-NR2E3, biotin-RetCOR. 1536-well. inhibition of corepressor binding, % at 4.78 µM. hit rate 0.12% among 320,000. AID 2300, 2010;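 active means percent inhibition above the cutoff of mean plus 3 SD of all tested compounds, set per screening campaign, cut at about 20% in these data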;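 further: 0% = DMSO wells and 100% = biotin wells as full block of FRET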
Target sequence (Q9Y5X4 whole entry, looked up): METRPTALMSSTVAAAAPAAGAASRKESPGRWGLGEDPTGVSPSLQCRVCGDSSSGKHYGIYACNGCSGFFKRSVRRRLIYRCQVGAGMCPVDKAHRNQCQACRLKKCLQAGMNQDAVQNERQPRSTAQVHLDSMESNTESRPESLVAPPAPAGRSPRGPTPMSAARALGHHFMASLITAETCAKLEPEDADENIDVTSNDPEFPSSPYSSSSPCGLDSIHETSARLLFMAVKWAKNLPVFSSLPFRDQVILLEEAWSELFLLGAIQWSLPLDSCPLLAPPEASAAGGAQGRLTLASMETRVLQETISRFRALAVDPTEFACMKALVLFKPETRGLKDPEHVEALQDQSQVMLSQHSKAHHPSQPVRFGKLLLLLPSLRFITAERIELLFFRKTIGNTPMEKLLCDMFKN
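System: GST-tagged NR2E3 plus biotinylated RetCOR corepressor; Amount: 1.35 nM GST-tagged NR2E3 final; Dosing: single nominal compound dose of 4.8 µM; Schedule: 5 h incubation at 4 °C; Technique: TR-FRET with europium anti-GST and streptavidin-D2, 340 nm excitation; Controls: biotin wells as high control, 0.6% DMSO wells as low control.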
KKLEB tox: cytotoxicity in KKLEB CF airway cells, primary screen, cytotoxicity control for CF NF-kB inhibitor project, cell-based, uHTS, fluorescence assay plates | KKLEB CF airway cells viability, ATPlite luminescence, overnight; stronger effect = lower value; cells stimulated with P. aeruginosa culture filtrate | activity change (cytotoxicity), % at 5 µM | hit rate 0.36% among 360,000 | AID 602141, 2011;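 active means corrected activity change at or below -50% at 5 µM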
NR2E3 ag-2: NR2E3 agonists in two-hybrid cells, primary screen, cell-based, luminescence, CHO-S, Gal4-NCOR/VP16-NR2E3 | hit rate 0.35% among 360,000 | luciferase | inhibition of corepressor binding, % at 3.98 µM | AID 602229, 2012 | Photoreceptor-specific nuclear receptor (Homo sapiens), Q9Y5X4;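 active means inhibition above the mean of all tested compounds plus 3 SD, cut at about 70% in these data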;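 further: 0% = DMSO with NR2E3 transfected cells and 100% = cells lacking NR2E3 construct; higher means lower luciferase signal from less NR2E3 corepressor binding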
C8 TRAIL sens: viability loss with TRAIL in NB7+C8 cells, primary screen, TRAIL sensitizer project, cell-based, ATPlite luminescence | inhibition (viability loss, TRAIL sensitization), % at 10 µM | hit rate 1% among 360,000;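 active means compounds causing at least 50% loss of cell viability in the single-dose screen, relative to plate controls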
HIF-2a block: HIF-2a reporter inhibitors, primary screen, luminescence, 786-0 RCC cells. 786-0 RCC cells HIF-2a reporter, luciferase luminescence, overnight. inhibition, % at 18.8 µM. hit rate 0.72% among 360,000. AID 624352, 2012;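 active means inhibition of the luminescence signal of 40% or more relative to plate controls, in a single-dose primary screen at 18.75 µM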
Shn3 3UTR inh: reduction of Shn3 3'UTR firefly luciferase signal, primary screen, Schnurri-3 inhibitor project, cell-based, Clone20 osteoblasts, set 2; Clone20 osteoblast Shn3 3'UTR firefly luciferase, 24 h; inhibition, % at 12.5 µM; hit rate 0.52% among 360,000;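 active means mean inhibition of at least 75% with every replicate also reaching 75%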;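 further: 0% = median of neutral control wells and 100% = pilot-screen positive control compound; some compounds past the cut are filed as inactive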
CF NFkB inh: inhibitors of PAF-induced NF-kB signaling, primary screen, cell-based, GFP fluorescence, uHTS; inhibition, % at 5 µM; hit rate 0.86% among 360,000; KKLEB NF-kB-GFP reporter, GFP fluorescence overnight;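 active means at least 50% inhibition at 5 µM, scaled per plate between neutral and stimulator controls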;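 further: PAF is a Pseudomonas aeruginosa culture filtrate used as stimulus; plate controls were PAF-stimulated DMSO wells for no effect and unstimulated DMSO wells for full effect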
TROY signal inh: inhibitors of TROY-driven NF-kB signaling, primary screen, Q293 LMP1-TROYcd cells, NF-kB luciferase, uHTS | Q293 LMP1-TROYcd NF-kB luciferase reporter, 4 h | inhibition, % at 10 µM | hit rate 0.98% among 360,000 | AID 1347056, 2019;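 active means compounds whose plate-normalised and pattern-corrected inhibition of the luciferase reporter signal at the single screening dose is 50% or more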
Peg3 promoter: Peg3 promoter-driven luciferase inhibitors, primary screen, cell-based, HeLa, luciferase luminescence | inhibition, % at 20 µM | HeLa PEG-Prom luciferase reporter, overnight | hit rate 1.7% among 360,000 | AID 588405, 2011;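 active means inhibition of at least 50% at 20 µM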
MITF TRPM1 inh: inhibitors of MITF-dependent TRPM1 promoter reporter, primary screen, cell-based, SK-MEL-5, single point, luciferase; AID 488899, 2010; hit rate 0.83% among 330,000; inhibition, % at 12.5 µM; SK-MEL-5 TRPM1 promoter luciferase, 24 h;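 active means mean inhibition across replicates of 60% or more, whatever share of single replicates reaches that level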; further: values of inactives mirror those of a sister screen read the other way
TWEAK Fn14 block: inhibitors of TWEAK-Fn14 signaling, primary screen, luciferase reporter cells, uHTS; TWEAK-stimulated Fn14 reporter cells, luciferase luminescence, 8 h; inhibition, % at 10 µM; hit rate 2% among 360,000; AID 1159606, 2016; in the data active means inhibition above about 50%
* hit, by the source's call; · = not tested or not shown. Some of the compounds tested, so the mix of outcomes need not match the whole.

Order of results: NR2E3 ag-1	KKLEB tox	NR2E3 ag-2	C8 TRAIL sens	HIF-2a block	Shn3 3UTR inh	CF NFkB inh	TROY signal inh	Peg3 promoter	MITF TRPM1 inh	TWEAK Fn14 block
> Cc1ccc(-c2csc(C(O)c3ccccc3)n2)cc1C (stereo unspecified)
    ·	12	-61	12	-244	-32	-27	-27	-226	·	-40
> Cc1ccc(S(=O)(=O)N2CCN(C(=O)N3CCOCC3)C2C)cc1 (stereo unspecified)
    3	15	5	11	-2	-10	-1	6	4	6	-4
> CCCCN(CC)C(=O)c1ccc(Cl)cc1
    -1	13	-15	7	6	20	-12	4	-3	1	3
> Nc1nc(Cl)cc(Nc2ccccc2Cl)n1
    1	-10	-29	-2	-64	-15	4	-23	-40	-7	-10
> COc1ccc(-c2cc(NC(C)=O)c3ncc(-c4ccc(OC)c(OC)c4)n3c2)cc1OC
    ·	1	22	12	-15	16	-11	-2	37	·	-11
> CCC(=O)N1CCc2cc(S(=O)(=O)NC(C(=O)N3CCN(c4ccc(F)cc4)CC3)C(C)C)ccc21 (stereo unspecified)
    0	0	-4	-10	2	-67	-14	4	8	-5	-3
> Cc1csc(=O)n1CCC(=O)NCc1ccc(F)cc1
    ·	12	4	6	8	-27	-20	-2	4	·	3
> COn1c(SCc2ccc(Cl)cc2)nc2ccccc2c1=O
    1	-7	-12	60*	-59	12	8	1	-5	-17	24
> CNc1ccc(C2(O)C(=O)c3ccccc3C2=O)cc1
    -1	-5	3	3	6	-11	4	9	0	0	12
> O=C(Nc1ccccc1F)c1ccc(CSc2ccccc2)o1
    4	-6	-1	-1	-248	-22	-2	-45	-231	1	-42
> Cc1ccccc1C(=O)N(Cc1cccs1)C1CCS(=O)(=O)C1 (stereo unspecified)
    2	-16	-31	-7	6	-16	8	-2	5	0	22
> CN(C)S(=O)(=O)c1ccc2c(c1)nc1n2CCC1
    5	-11	-31	22	14	-21	0	1	12	-3	10
> COc1ccc(OC)c(NC(=O)Cn2cc(C#N)c3ccccc32)c1
    3	-15	-12	1	11	1	6	1	17	13	-22
> Cc1noc(C)c1S(=O)(=O)Nc1ccc(C(=O)NC2CCCCC2C)cc1 (stereo unspecified)
    3	15	-7	-1	6	-15	16	2	12	3	-4
> Cc1cc(C)n(/N=C/c2c[nH]c3ccccc23)c(=O)c1
    1	0	-10	-7	-17	-7	5	4	-3	10	-5
> NC(=NCc1ccc2c(c1)OCO2)NC(=O)c1ccccc1
    ·	-14	1	0	-18	18	7	-17	-11	-2	4
> COc1cc(C2C(C(C)=O)=C(O)C(=O)N2CCc2c[nH]c3ccccc23)ccc1O (stereo unspecified)
    3	2	-3	9	13	2	-7	-6	-184	9	7
> CCOC(=O)C1CCCN(C(=O)c2cccc(S(=O)(=O)N3CC(C)OC(C)C3)c2)C1 (stereo unspecified)
    1	7	40	1	3	5	-42	-12	23	4	15
> CC1CN(Cc2nnc(-c3ccccc3)o2)CC(C)O1 (stereo unspecified)
    -3	2	-13	-8	7	-17	-8	-5	4	1	21
> c1cnn(-c2cncc(-n3cccn3)n2)c1
    -5	-6	-20	0	-42	-5	-1	-26	-29	-26	2

Individual results from the entries so far:
Reading of COn1c(SCc2ccc(Cl)cc2)nc2ccccc2c1=O in CF NFkB inh: 8
Reading of CCC(=O)N1CCc2cc(S(=O)(=O)NC(C(=O)N3CCN(c4ccc(F)cc4)CC3)C(C)C)ccc21 (stereo unspecified) in NR2E3 ag-2: -4

(cont.)
Order of results: NR2E3 ag-1	KKLEB tox	NR2E3 ag-2	C8 TRAIL sens	HIF-2a block	Shn3 3UTR inh	CF NFkB inh	TROY signal inh	Peg3 promoter	MITF TRPM1 inh	TWEAK Fn14 block
> O=C(Nc1nc(-c2cccnc2)cs1)c1ccc([N+](=O)[O-])cc1
    5	-2	-19	3	-38	-18	-16	25	-75	-26	-11
> C[C@@H]1CCCCO[C@H](CN(C)Cc2ccc(C(F)(F)F)cc2)[C@@H](C)CN([C@H](C)CO)C(=O)c2cc(NS(=O)(=O)c3cn(C)cn3)ccc2O1
    ·	-2	-10	-1	12	-30	5	-16	6	·	10
> CC(C)(C)NCCCCOc1ccc(F)cc1
    2	-3	4	2	13	-3	7	-7	17	-7	-9
> CN1CCN(CC(O)COCCOc2ccc(Br)cc2)CC1 (stereo unspecified)
    -4	-1	2	-9	10	-7	8	7	2	6	5
> COCCn1c(N)c(C#N)c2nc3ccccc3nc21
    4	11	-14	-1	-38	10	-10	17	1	8	6
> COc1ccc(NC(=O)C2CCN(S(=O)(=O)c3ccc(N4CCCC4=O)cc3)CC2)cc1OC
    0	-12	-18	-21	-3	14	-4	17	35	4	26
> COc1ccccc1C1C2C(=O)N(c3ccccc3)C(=O)C2ON1c1ccccc1 (stereo unspecified)
    6	-17	2	0	-1	-16	-10	1	8	3	-25
> Cc1nc(-c2ccc(Cl)cc2)sc1C1(C)CC(c2ccc([N+](=O)[O-])cc2)=NO1 (stereo unspecified)
    1	12	-2	-1	-133	-28	-46	-55	-66	-15	-39
> O=C(Nc1ccnc(-c2cccnc2)n1)c1ccc(Cl)cc1
    -33	3	-14	-1	-124	0	-5	-27	-45	-19	-12
> CCCS(=O)(=O)N1CCCC(C(=O)NCc2ccc(C)cc2)C1 (stereo unspecified)
    3	14	-17	-21	13	4	-10	3	11	5	7
> Cn1c(=O)[nH]c(=O)c2c1nc(Br)n2C/C=N/NC(=O)c1ccccc1
    3	15	-70	1	-1	·	-9	-17	2	-2	-22
> COc1cccc(NC(=O)CSc2nnnn2C(C)C)c1
    0	-1	-16	-2	-40	-4	-10	-1	-9	-4	-9
> COc1ccc(OCC(=O)Nc2ccc(S(=O)(=O)Nc3cc(C)on3)cc2)cc1
    -3	3	-2	4	8	-3	19	20	-18	13	5
> CC1C(=O)N(Cc2cn(Cc3ccco3)nn2)CCS(=O)(=O)N1Cc1ccc(-c2ccc(F)cc2)cc1 (stereo unspecified)
    ·	5	-9	-3	-9	-16	0	3	5	·	11
> CCC1SC2=NC(C)=C(C(=O)OC)C(c3ccc(C)cc3)N2C1=O (stereo unspecified)
    0	-10	8	-6	23	16	-2	3	9	-10	4
> CNc1nc(NCC2CCCCC2)c2sccc2n1
    ·	-19	18	14	10	54	22	19	14	·	26
> O=C(COC(=O)/C=C/c1ccccc1)Nc1cccc(Oc2ccccc2)c1
    2	6	2	-7	-5	-13	-6	-17	-2	5	4
> O=C(NC(=S)Nc1ccc(S(=O)(=O)Nc2nccs2)cc1)c1ccc(F)c(F)c1
    -2	19	-8	18	11	10	1	9	7	9	9
> Cc1cc(C)nc(NC(=O)c2ccc(Cl)cc2)n1
    0	17	-12	-2	-8	8	-1	6	-7	-4	-6
> COc1ccccc1CNC(=O)C(C)n1nc(C)c2c(C)n(-c3ccccc3)nc2c1=O (stereo unspecified)
    1	0	-37	-12	6	6	-12	12	25	-3	13
> Cc1ccc(NC(=O)CN(C)C(=O)CSc2nc3ccccc3c(=O)n2CCO)cc1
    ·	18	10	-5	14	-19	-10	9	4	0	4
> CSc1ccccc1NC(=O)c1ccccc1
    2	20	-5	-8	-17	-12	-1	-11	-21	-6	14
> Cc1c(Cl)c([N+](=O)[O-])nn1CC(=O)N1CCCC1
    -2	-4	-8	-3	17	12	14	9	10	-1	-11
> CC1(C)Cc2c(c(N3CCOCC3)nc3sc4c(NCc5ccco5)nnnc4c23)CS1
    4	-37	9	1	8	2	31	·	19	-5	23
> COc1ccc(-c2nnn(CC(=O)N(CCN3CCOCC3)C(C(=O)NC3CCCC3)c3ccco3)n2)cc1 (stereo unspecified)
    3	10	-17	-14	7	4	-19	5	5	8	-5
> CCCCn1c(N)c(N(C)C(=O)c2cc3c(F)cccc3s2)c(=O)[nH]c1=O
    ·	-5	-4	5	9	-57	10	-1	7	9	9
> COC(=O)c1ccsc1NC(=O)CCc1ccccc1
    3	-1	-11	15	-199	-109	0	-53	-236	-35	-6
> COc1ccc(S(=O)(=O)N2CCCN(CC(=O)Nc3ccc(NC(C)=O)cc3)CC2)cc1
    6	5	12	15	2	2	-7	-20	7	9	-12
> COC(=O)CC1C(=O)NCCN1C(=O)CSc1nnc(Nc2ccc(OC)cc2)s1 (stereo unspecified)
    1	9	-23	1	8	-4	-14	-6	3	-3	-3
> O=C(NCCN1CCCOC1=O)C(=O)NCCN1CCCOC1=O
    -4	8	-10	-2	15	9	5	16	5	9	13
> CCCc1cc(C(=O)Nc2ccn(Cc3ccc(C)cc3)n2)no1
    4	-3	-7	-8	-68	2	-26	-4	-13	4	-17
> O=C(Nc1ccccc1)Nc1ccccc1NS(=O)(=O)c1cccs1
    5	17	-5	-2	3	-22	3	4	22	-1	9
> CC(C)Cn1c(N)c(C(=O)COC(=O)c2cc(S(=O)(=O)N3CCOCC3)ccc2Br)c(=O)n(C)c1=O
    ·	22	-14	31	1	36	-10	36	22	-12	-6
> O=C(NCc1ccco1)c1cnc2n(c1=O)CCS2
    0	1	-15	-4	1	-1	-4	-15	0	-10	-7
> O=C(c1ccccc1[N+](=O)[O-])N1CCCN(C(=O)c2ccccc2[N+](=O)[O-])CC1
    0	0	-10	-2	17	13	9	9	5	-10	5
> N#Cc1c(NC(=O)CCn2cnc3ccccc3c2=O)oc(-c2ccccc2)c1-c1ccccc1
    -3	-4	-17	2	14	1	-12	8	0	-1	12
> O=C(O)c1ccc(-n2nnnc2SCc2ccccc2Br)cc1
    0	-8	-32	-22	-3	-44	2	-12	-1	-12	7
> COC(=O)c1cc(S(=O)(=O)N2CCN(c3ccc(F)cc3)CC2)cn1C
    3	-2	19	7	-7	17	-4	4	4	0	17
> CCOc1ccc(C(=O)NC2CCN(C(=S)NCc3ccco3)CC2)cc1
    -1	6	-2	-7	-14	-3	-7	6	16	-4	5
> COc1ccc(-c2csc(NC(=O)CCNC(=O)c3ccco3)n2)cc1OC
    0	-18	5	17	15	-1	15	6	9	-11	17
> O=C(NNc1ncnc2ccccc12)c1cccc(Cl)c1
    -3	0	-100	7	-273	·	-19	-19	-177	-58	21
> Cc1oc2ccc(OC(=O)N3CCOCC3)cc2c1C(=O)OC(C)C
    -1	-4	-29	1	17	-1	1	9	16	9	7
> Cc1cccc(OCCN2C(=O)C(=O)c3cccc(C)c32)c1
    -1	-2	1	-4	22	3	-16	-11	18	-4	-8
